DT40 TDP1 no CPT: qHTS for Inhibitors of human tyrosyl-DNA phosphodiesterase 1 (TDP1): qHTS in cells in absence of CPT; DT40 Tdp1-/- hTDP1 cells, no CPT, ATP luminescence, 48 h; Potency, µM (titrated, usually from 46.2 µM), inactives show top-dose activity change, negative = growth inhibition, usual class: inhibitors; actives 15% (n = 420,000); AID 686978, 2013; also: nearly all actives have a fitted effect of over 55% in size
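Compound effects on proliferation are scored in DT40 Tdp1-/-;hTDP1 cells in the absence of CPT. ATP levels (CellTiter-Glo luminescence) are recorded after a ≥48 hr, 37 °C incubation.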
TDP1 inh: qHTS Assay for Inhibitors of Tyrosyl-DNA Phosphodiesterase (TDP1). Tyrosyl-DNA phosphodiesterase 1 (Homo sapiens), Q9NUW8. AID 485290, 2010. actives 0.28% (n = 350,000). recombinant TDP1, AlphaScreen DNA substrate cleavage. Potency, µM (doses to about 130 µM), for inactives: at the top dose activity change, negative = inhibition, most hits filed as inhibitors; also: nearly all actives have a fitted effect of over 40% in size
Target sequence (Q9NUW8 whole entry, looked up): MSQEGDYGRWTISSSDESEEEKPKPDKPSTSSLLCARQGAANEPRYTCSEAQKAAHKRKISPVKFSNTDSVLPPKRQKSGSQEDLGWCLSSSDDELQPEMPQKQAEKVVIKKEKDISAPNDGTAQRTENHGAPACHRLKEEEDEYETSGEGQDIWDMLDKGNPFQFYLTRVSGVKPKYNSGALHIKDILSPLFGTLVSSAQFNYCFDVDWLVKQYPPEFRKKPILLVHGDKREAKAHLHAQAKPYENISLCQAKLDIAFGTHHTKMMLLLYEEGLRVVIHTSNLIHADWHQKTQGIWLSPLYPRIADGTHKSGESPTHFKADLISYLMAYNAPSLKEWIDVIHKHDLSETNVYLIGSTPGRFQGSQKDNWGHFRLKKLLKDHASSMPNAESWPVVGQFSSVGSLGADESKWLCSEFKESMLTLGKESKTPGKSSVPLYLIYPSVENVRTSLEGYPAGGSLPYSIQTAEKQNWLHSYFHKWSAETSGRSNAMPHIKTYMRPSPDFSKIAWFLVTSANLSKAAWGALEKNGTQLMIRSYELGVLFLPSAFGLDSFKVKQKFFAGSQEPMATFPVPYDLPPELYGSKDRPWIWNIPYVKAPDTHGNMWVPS
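Steps: enzyme plus compound, 15 min RT; add biotin/phosphotyrosine-FITC oligonucleotide (15 nM final), react 5 min; add donor/acceptor beads (10 ug/ml final), 10 min; read AlphaScreen. Tdp1 at 1 nM final.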
DT40 TDP1 CPT: qHTS for Inhibitors of human tyrosyl-DNA phosphodiesterase 1 (TDP1): qHTS in cells in presence of CPT; chicken DT40 Tdp1-/-;hTDP1 cells + 20 nM CPT, ATP luminescence, 48 h; Potency, µM (titrated, usually from 46.2 µM), without a hit: top-dose activity change, negative = growth inhibition, most hits filed as inhibitors; actives 12% (n = 420,000); AID 686979, 2013; also: nearly all actives have a fitted effect of over 55% in size
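Cell growth measured by CellTiter-Glo luminescence after a minimum 48 h, 37 C compound exposure with 20 nM CPT in Tdp1-knockout DT40 cells stably expressing hTDP1, seeded 400/well; qHTS titration format.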
An asterisk follows results filed as active; u = inconclusive; x = not tested or not shown; [ ] = another dose, or the depositor's remark. Calls follow the shape of the dose curve; as a rule, active = well fitted curve in the direction sought with a large enough effect; inconclusive = small, poorly fitted or top-dose-only effect, or another doubt; inactive = no such curve, though single readings can be large; an effect the other way counts as inactive or inconclusive. % is scaled to controls: 0 for no effect and ±100 for the full control effect; potency is read from the fitted curve at half-maximal effect.

Start of the data: the first 2 compounds as a preview:
cpd	canonical_smiles	DT40 TDP1 no CPT	TDP1 inh	DT40 TDP1 CPT
1	Cc1cccc(N2CCN(C(=O)c3[nH]c(C(F)(F)F)nc3-c3ccccc3)CC2)c1C	1.3µM*	x	1.3µM*
2	CCCOC(=O)c1c(-c2ccccc2)c(-c2ccccc2)nn(C)c1=O	15µM*	7%	21µM*

The whole of this part, previewed entries included:
cpd	canonical_smiles	DT40 TDP1 no CPT	TDP1 inh	DT40 TDP1 CPT
1	Cc1cccc(N2CCN(C(=O)c3[nH]c(C(F)(F)F)nc3-c3ccccc3)CC2)c1C	1.3µM*	x	1.3µM*
2	CCCOC(=O)c1c(-c2ccccc2)c(-c2ccccc2)nn(C)c1=O	15µM*	7%	21µM*
3	O=C(COC(=O)c1cnc(Cl)c(Cl)c1)c1ccc(F)cc1	12%	0%	-10%
4	Cc1cc(C(=O)N/N=C/c2c(C)n(C)c3ccccc23)n[nH]1	u	4%	19%
5	CCC(CC)C(=O)N(C)c1c(C)nc2c(OCC(=O)C(C)(C)C)cccn12	u	x	-20%
6	Cc1nc(NS(=O)(=O)c2ccccc2)sc1C(C)(C)C	u	5%	-27%
7	O=C(Nc1ccc(F)cc1Cl)n1ncc2cc(Cl)ccc21	u	3%	u
8	NC(=O)CC(NC(=O)c1cccc(Br)c1)c1ccc(N2CCC(N3CCCC3)CC2)c([N+](=O)[O-])c1 (stereo not given)	-19%	8%	5%
9	CC(/C=N/NC(=O)c1nn(C)c(C)c1Br)=C\c1ccccc1	-18%	-3%	-6%
10	CCOC(=O)[C@]12CCC=C1N(Cc1ccccc1)C(=O)[C@H](CC(=O)NCc1cccc(C(F)(F)F)c1)C2	23µM*	x	u
11	Brc1ccccc1-c1nnc2sc(-c3ccc4c(c3)OCCO4)nn12	23µM*	5%	12µM*
12	COc1ccccc1-c1ocnc1C(=O)N1CCN(S(=O)(=O)c2ccc(NC(C)=O)cc2)CC1	u	9%	-9%
13	Cc1cc(C)c2c(n1)nn1c(NCCCN3CCOCC3)cc(C)nc21	-2%	x	-27%
14	Cc1ccccc1OCCn1cc(C(=O)C2CCCCC2)c2ccccc21	u	2%	u
15	COc1ccc(-n2cc(-c3ccc(Cl)cc3)[nH]c2=S)cc1	2%	1%	-10%
16	COc1cc(C(O)c2nc(-c3ccc(N(C)C)cc3)cs2)ccc1F (stereo not given)	23µM*	x	16µM*
17	CCCS(=O)(=O)c1ncc(Cl)c(C(=O)Nc2sc3c(c2C(=O)NCC)CCCC3)n1	0.79µM*	x	1µM*
18	COc1ccc(OC)c(/C=N/N=C(\N)c2nonc2N)c1	-26%	x	-6%
19	CC(C)c1nnc2c(N(C)S(=O)(=O)c3ccccc3)nc3ccccc3n12	-9%	2%	-19%
20	COc1ccc(Nc2nc3c(S(=O)(=O)c4ccc(Br)cc4)nnn3c3ccsc23)c(OC)c1	21µM*	0%	16µM*
21	CCCCNC(=O)c1ccc(CS(=O)(=O)c2ccc(OC)cc2)o1	-25%	3%	u
22	CC(C)(C)C1=C(C#N)C(c2ccc3c(c2)OCO3)C(C#N)=C(N)O1 (stereo not given)	-8%	9%	u
23	COC(=O)c1ccc(N2CCOCC2)c(NC(=O)c2ccc3c(c2)OCO3)c1	u	x	-5%
24	CCn1cnc2c1c(=O)n(CC(=O)Nc1ccc3c(c1)OC(F)(F)O3)c(=O)n2Cc1ccccc1	-19%	0%	6%
25	C=CCNCC#CCOc1ccc(OC)cc1	-27%	-1%	-24%
26	CCOC(=O)N1CCc2c(sc3c2c(=O)n(-c2ccc(Cl)cc2)c(=O)n3Cc2cccc(OC)c2)C1	-3%	4%	u
27	CCOC(=O)CSc1nnc(NC(=O)c2ccc3c(c2)OCO3)s1	-6%	5%	-15%
28	Cc1cc(C(=O)NCc2ccc(S(N)(=O)=O)cc2)ccc1[N+](=O)[O-]	-26%	2%	-5%
29	CCCn1c(SCC(=O)NCC(=O)Nc2ccc(F)c(F)c2F)nc2ccccc2c1=O	u	-9%	-15%
30	COC(=O)c1cc(NC2c3ccccc3C(=O)N2c2cccnc2)cc(C(=O)OC)c1 (stereo not given)	7%	3%	-1%
31	Cc1ccc2oc(C(=O)N3CCN(Cc4nccn4C)CC3)c(C)c2c1	9%	2%	-10%
32	CC(=O)c1cc(-c2ccc(F)cc2)n(CCC(=O)Nc2cccnc2)c1C	-17%	1%	0%
33	COCCOC(=O)C1=C(C)NC2=C(C(=O)CC(C)(C)C2)C1c1cc2c(cc1Br)OCO2 (stereo not given)	-2%	-1%	-23%
34	Cc1cc(C)nc(SCc2nnc(SCC(=O)Nc3cc(C(F)(F)F)ccc3Cl)o2)n1	-10%	4%	-11%
35	CS(=O)(=O)c1nc(-c2ccccc2)cc(-c2ccccc2)c1C#N	2.9µM*	-1%	1.5µM*
36	Cc1cc(NC(=O)CSc2nnc(C3CC3)n2Cc2ccccc2)no1	-12%	5%	5%
37	COc1cccc(-c2ccc(-c3noc(-c4cccs4)n3)c(OC)n2)c1	u	5%	-44%
38	CC(C)c1nnc(NC(=O)c2ccc(N3C(=O)CCC3=O)cc2)s1	7%	0%	4%
39	C#CCNc1cc(C)nc2ncnn12	2%	4%	8%
40	CCCCOCCCNC(=O)C[C@@H]1C[C@@]2(C(=O)OCC)CCCC=C2N(Cc2ccc(Cl)cc2Cl)C1=O	18µM*	x	u
41	O=C(CCC(=O)OCC(=O)c1ccc(Br)cc1)Nc1ccc(Br)c2cccnc12	-8%	-3%	3%
42	OC[C@@H]1CN(Cc2ccc3c(c2)OCO3)C[C@H](n2cnc3c(N4CCCC4)ncnc32)O1	u	x	u
43	Cc1nc2nncn2c(N2CCN(c3ccccc3)CC2)c1C	u	0%	u
44	O=C(N/N=C/c1ccsc1)C1CC1	-12%	0%	-18%
45	COC(C[C@H]1O[C@@H]1C(=O)[C@H](C)OCc1ccccc1)OC	-14%	x	u
46	COc1ccc(N=Cc2sc(O)c3ccccc23)cc1	u	8%	u
47	Cc1ccc2nsnc2c1S(=O)(=O)N1CCN(C(=O)C2CCCO2)CC1 (stereo not given)	-2%	4%	-3%
48	Fc1ccc(Nc2ccnc(-c3ccccc3C(F)(F)F)n2)cc1	u	x	12µM*
49	O=c1[nH]c(CN2CCN(S(=O)(=O)/C=C/c3ccccc3)CC2)nc2cc(Cl)ccc12	u	-5%	u
50	CNc1nc2cccnc2s1	2%	x	-6%
51	Cc1ccc(N=Cc2c(C)[nH]n(-c3ccccc3)c2=O)nc1	u	x	-9%
52	COc1cccc(S(=O)(=O)N(C)C[C@H]2Oc3ncc(Br)cc3C(=O)N([C@H](C)CO)C[C@H]2C)c1	u	x	-19%
53	O=C(Cc1ccc2c(c1)OCCO2)Nc1cc(Cl)ccc1N1CCOCC1	u	0%	16µM*
54	O=C(c1cc(S(=O)(=O)N2CCOCC2)c(Cl)cc1Cl)N1CCN(S(=O)(=O)c2cccc(F)c2)CC1	u	0%	-9%
55	Cc1cc(C(=O)NC(=S)Nc2cccc(NC(=O)C(C)C)c2)ccc1[N+](=O)[O-]	u	5%	-17%
56	CCN1CCCC1CNC(=O)c1ccccc1Cl (stereo not given)	2%	-8%[56.1 µM]	-12%
57	Clc1ccccc1C1CC(c2ccccc2)=Nc2ccccc2N1 (stereo not given)	u	3%	u
58	CC(C)(C)c1ccc(C(=O)NCCCNC(=O)c2ccccn2)cc1	-29%	-6%[0.0935 µM]	u
59	O=C(COc1ncnc2ccccc12)Nc1cc(S(=O)(=O)N2CCOCC2)ccc1Cl	-13%	x	12%
60	CC1Cc2ccccc2N1C(=O)CSc1ncccn1 (stereo not given)	-21%	1%	0%

(cont.)
cpd	canonical_smiles	DT40 TDP1 no CPT	TDP1 inh	DT40 TDP1 CPT
61	CC(=NNC(=S)Nc1ccccc1)c1ccccn1	0.12µM*	x	0.026µM*
62	COc1ccc(/C(C)=N\NC(=O)CNC(=O)C(c2ccccc2)c2ccccc2)cc1OC	-7%	0%	u
63	O=C(CN(Cc1cccs1)C(=O)c1csnn1)NC1CCCC1	u	1%[56.1 µM]	-15%
64	O=C(COC(=O)c1cnccn1)c1ccc2ccccc2c1	9%	9%	5%
65	NC(=O)c1ccsc1NC(=O)COC(=O)C1=NNC(=O)CC1	-5%	0%	-8%
66	CC(O)(CS(=O)(=O)Cc1ccccc1)C(=O)Nc1cccc(C(F)(F)F)c1 (stereo not given)	-8%	2%	-9%
67	Cc1cccc(C(=O)Nc2ccccc2NC(=O)c2cccc(C)c2)c1	u	x	-13%
68	O=C(NN1C(=O)c2ccccc2NC12CCCCC2)c1ccccc1	u	1%	u
69	COc1ccc(OC)c(CNC(=O)c2nn(C)c3c2CSc2ccccc2-3)c1	u	6%	21µM*
70	Cc1oc(-c2ccccc2F)nc1CS(=O)(=O)CC(=O)N1CCCCCC1	u	4%	-2%
71	COCCCNCC(=O)c1c(N)n(Cc2ccccc2)c(=O)n(C)c1=O	u	-7%	6%
72	CC(=O)c1cccc(NC(=O)CCS(=O)(=O)c2cc(Br)cc3c2N(C(=O)C2CC2)CC3)c1	u	0%	u
73	CCc1ccc(OCC(=O)NNCC(=O)Nc2ccc(OC)cc2)cc1	u	0%	-28%
74	COC(=O)C1=CN(c2ccc(N3CCOCC3)cc2)C(N)=C(C#N)C1c1ccccc1 (stereo not given)	18µM*	x	u
75	Cc1c(C#N)c(O)n(CCO)c(=O)c1N=Nc1ccc2c(c1)COC2=O	u	0%	-10%
76	O=C(C=Cc1cccc(Cl)c1)c1ccccc1	23µM*	x	15µM*
77	O=[N+]([O-])c1ccc(Cl)c(S(=O)(=O)/N=C(/c2ccccc2)N2CCOCC2)c1	0%	1%	-1%
78	NC(=O)NNc1cccc(Cl)n1	8%	3%	15%
79	CC(C)OCCCNC(=O)c1cc(S(=O)(=O)N2CCCCC2)c[nH]1	-4%	x	2%
80	N#Cc1nc(COc2cccc(Cl)c2)oc1N1CCN(c2ccccc2)CC1	u	8%	u
81	CC(=O)N1CCc2c(sc3c2c(=O)n(-c2ccccc2)c(=O)n3CC(=O)Nc2ccccc2C)C1	0%	-5%	18%
82	CCOC(=O)c1cc(-c2ccccc2)nn1Cc1cc(CC)no1	-23%	x	u
83	CN(C)S(=O)(=O)c1cc(NC(=O)CN2CCCc3ccccc32)ccc1Cl	u	10%	u
84	O=C(COC(=O)c1cc(S(=O)(=O)N2CCOCC2)ccc1Cl)NCc1ccco1	2%	1%	13%
85	C#CCNC(=O)C1=C[C@H](c2ccc(C(F)(F)F)cc2)C[C@H](OCCCCO)O1	0%	-1%	u
86	COc1ccc2cc(C)c3nnc(SCc4cccnc4)n3c2c1	-18%	4%	-2%
87	NS(=O)(=O)c1ccc(NC(=O)CSc2ccccn2)cc1	-5%	4%	-16%
88	CCc1ccc(O)c(N=Cc2ccccc2O)c1	-15%	7%	u
89	COc1ccccc1CCNCc1cc2cccc(C)c2nc1-c1cccs1	-10%	x	4%
90	CCC(C)(C)n1nnnc1CN1CCC(NC(=O)c2ccccc2C)CC1	-15%	0%	-10%
91	CCN(CC)S(=O)(=O)c1ccc(N2CCCCC2)c(NC(=O)/C=C/c2cc(OC)c(OC)c(OC)c2)c1	12µM*	-1%	u
92	Cc1ccccc1NC(=O)/C(=C\c1cccs1)NC(=O)c1ccccc1	2%	-4%	-1%
93	COc1ccc(NC(=O)c2cc3ccccc3o2)cc1	-26%	1%	-18%
94	O=C1C=C(OCCF)CC(c2cccc(Cl)c2)O1 (stereo not given)	u	x	1%
95	Cc1cccc(NC(=O)CSc2nnc(-c3ccncc3)n2CC2CCCO2)c1 (stereo not given)	0%	u	-4%
96	CCCCCCN1C[C@H](O)[C@@H](n2cc(C3CC3)nn2)C[C@@H]1c1ccc(C)cc1	26µM*	x	u
97	Cc1ccc2nc(SCc3cccc([N+](=O)[O-])c3)nc(C)c2c1	u	6%	u
98	Cc1ccccc1-c1ccc(C(=O)Nc2cccc(F)c2)o1	21µM*	1%	u
99	O=C(NC(Cc1ccccc1)C(=O)O)/C(=C\c1cccc([N+](=O)[O-])c1)NC(=O)c1ccco1 (stereo not given)	3%	5%	-4%

Pulled by compound from the entries so far (five):
cpd	canonical_smiles	DT40 TDP1 no CPT	TDP1 inh	DT40 TDP1 CPT
93	COc1ccc(NC(=O)c2cc3ccccc3o2)cc1	-26%	1%	-18%
98	Cc1ccccc1-c1ccc(C(=O)Nc2cccc(F)c2)o1	21µM*	1%	u
90	CCC(C)(C)n1nnnc1CN1CCC(NC(=O)c2ccccc2C)CC1	-15%	0%	-10%
95	Cc1cccc(NC(=O)CSc2nnc(-c3ccncc3)n2CC2CCCO2)c1 (stereo not given)	0%	u	-4%
92	Cc1ccccc1NC(=O)/C(=C\c1cccs1)NC(=O)c1ccccc1	2%	-4%	-1%
